Compound activity as filed in PubChem BioAssay.
pCIP destab = compounds decreasing mouse p/CIP protein stability; 290,000 tested, 0.01% active; F442A p/CIP-EGFP cells, EGFP fluorescence, 16 h; Q05BA5; decrease of EGFP signal, % at 10 µM;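 active = EGFP signal decrease of at least 30% at 10 µM or well 3 SD below plate mean, unless failing retest; inactive = the rest, including hits failing retest or dose response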; note: some compounds called inactive have numbers as strong as hits; many of its hits are not listed in these tables
MEKK2 mut-MEK5 = signal of MEK5 binding to mutant human MEKK2 PB1 domain; bead flow cytometry, Alexa488-MEK5 binding to MEKK2 mutant; percent response, % at 10 µM; 290,000 tested, 0.35% active; in the data active = percent response above about 24%, passing the limit was not always enough; note: inactives centre near 1; some results filed as inactive read as strong as hits; reference of the scale not given here
M18AAP inhibitor = blocks P. falciparum M18 aspartyl aminopeptidase; recombinant PfM18AAP, H-Glu-NHMec fluorogenic cleavage; inhibition, % at 7.35 µM; 290,000 tested, 1.2% active;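 active = inhibition above the campaign mean inhibition over all tested compounds plus 3 SD, cut at about 28% in these data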;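 note: 0% = plate median of test compound wells and 100% = 2 mM ZnCl2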
NALP1 inh = inhibitors of NALP1 inflammasome in yeast; S. cerevisiae NALP1/ASC/caspase-1 growth, X-gal OD620, 72 h; inhibition, % at 10 µM; 280,000 tested, 0.61% active; in the data active = inhibition mostly above about 24%, no sharp cut-off; inactive = mostly below about 32%; note: some compounds called inactive have numbers as strong as hits
IDE act = activators of human insulin-degrading enzyme in cells. HEK cells, FAbeta-B cleavage, fluorescence polarization; 0% vehicle, 100% cell-free pure enzyme wells. 340,000 tested, 0.073% active. AID 493087. activation, % at 5.96 µM;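 active = activation above the mean of all tested compounds plus 3 SD, set per screening campaign, cut at about 17% in these data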
MEKK3 PB1 HTS = raises or lowers MEK5 binding to the human MEKK3 PB1 domain; Q99759; bead-based flow cytometry, Alexa488-MEK5 binding to MEKK3; actives lie on both sides; 0 = blocked by unlabeled MEK5, 100 = vehicle; binding response (% of control), % at 10 µM; 290,000 tested, 1.4% active; AID 1529;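 active = binding response more than 3 SD above or below the average of its plate-row segment, actives on both sides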;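 note: Alexa488 bead fluorescence after subtracting the streptavidin-only scavenger bead signal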
Target sequence (Q99759 whole entry, looked up, the tested form may be a part): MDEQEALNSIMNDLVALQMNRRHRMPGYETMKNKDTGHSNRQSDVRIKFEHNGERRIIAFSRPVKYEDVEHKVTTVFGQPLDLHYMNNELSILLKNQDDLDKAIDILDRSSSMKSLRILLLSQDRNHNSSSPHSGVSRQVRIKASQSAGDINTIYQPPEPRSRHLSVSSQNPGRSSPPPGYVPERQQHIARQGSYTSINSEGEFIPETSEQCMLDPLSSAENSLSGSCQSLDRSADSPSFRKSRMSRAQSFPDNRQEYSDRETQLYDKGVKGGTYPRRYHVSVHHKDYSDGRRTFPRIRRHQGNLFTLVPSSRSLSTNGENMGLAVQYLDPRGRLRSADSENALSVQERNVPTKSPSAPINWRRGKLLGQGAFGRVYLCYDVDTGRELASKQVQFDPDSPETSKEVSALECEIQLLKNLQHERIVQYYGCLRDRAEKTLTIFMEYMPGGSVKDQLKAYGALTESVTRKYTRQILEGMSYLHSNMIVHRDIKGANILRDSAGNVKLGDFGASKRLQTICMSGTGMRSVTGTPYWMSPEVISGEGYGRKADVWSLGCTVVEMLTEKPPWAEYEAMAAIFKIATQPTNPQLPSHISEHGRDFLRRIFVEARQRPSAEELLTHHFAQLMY
MEKK2 WT-MEK5 = raises or lowers MEK5 binding to wildtype human MEKK2 PB1 domain | Q9Y2U5 | bead flow cytometry, Alexa488-MEK5 binding to MEKK2 WT; actives lie on both sides | binding response (% of control), % at 10 µM | 290,000 tested, 1.1% active; in the data active = binding response below about 67% or above about 130%
IDE cell inh = inhibits human insulin-degrading enzyme in HEK cells | inhibition, % at 5.59 µM | 320,000 tested, 0.41% active | FAbetaB cleavage, fluorescence polarization;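 active = percent inhibition above the average of all tested compounds plus 3 SD, set per screening campaign, cut at about 16% in these data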;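 note: IDE supplied by intact live HEK cells; FP after avidin binding of uncleaved biotin substrate so inhibition keeps polarization high; 0% = DMSO wells and 100% = 60 µM reference IDE inhibitor Ii1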
UBC9 SUMO inh = SUMOylation inhibition | HTRF SUMOylation assay, SAE1/SAE2 + UBC9, in vitro | inhibition, % at 35 µM | 290,000 tested, 0.36% active | AID 2006; in the data active = inhibition above about 50%, passing the limit was not always enough; note: strong numbers were not always called active
Target sequence (P63279 whole entry, looked up): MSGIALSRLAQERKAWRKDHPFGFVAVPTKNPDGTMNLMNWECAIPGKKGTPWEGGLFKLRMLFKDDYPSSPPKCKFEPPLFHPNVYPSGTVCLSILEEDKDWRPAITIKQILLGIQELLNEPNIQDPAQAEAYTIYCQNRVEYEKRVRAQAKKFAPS
* marks the source's active call; other numbers are inactive results; · = no result given. Some of the compounds tested; count on the stated rates, not on these rows.

SMILES	pCIP destab	MEKK2 mut-MEK5	M18AAP inhibitor	NALP1 inh	IDE act	MEKK3 PB1 HTS	MEKK2 WT-MEK5	IDE cell inh	UBC9 SUMO inh
O=C(Nc1nc2ccccc2[nH]1)C1CCC1	1.9	13.0	0.3	-0.5	1.9	103.0	107.0	0.2	31.7
Cc1cccc(C)c1NC(=O)COC(=O)CSc1nnc(N)s1	-2.1	6.0	1.7	24.1	-4.2	99.0	116.0	0.2	-7.3
Cc1ccc(S(=O)(=O)NCC(=O)N2CCN(c3ccccn3)CC2)cc1	-0.1	-3.0	-4.9	3.0	4.1	98.0	94.0	8.9	4.8
COc1ccc(C(=O)Nc2ccc(CN3CCCCC3)cc2)cc1	-0.8	4.0	1.7	9.2	1.5	107.0	107.0	1.6	3.6
CCOC(=O)C1CCN(C(=O)COc2ccc(N(C)S(=O)(=O)c3ccc(C)cc3)cc2)CC1	-0.9	-4.0	0.6	-12.4	3.1	102.0	96.0	1.6	-8.9
CC(=O)Nc1ccc(S(=O)(=O)N2CCN(Cc3csc(C)n3)CC2)cc1	-0.1	2.0	-2.3	17.3	-7.1	99.0	98.0	-4.6	16.8
CC(C)(C)NC(=O)CN(C(=O)Cn1nnc(-c2ccccc2F)n1)c1cccc2c1CCCC2	-14.2	-4.0	-2.5	5.8	3.5	99.0	94.0	2.5	21.6
CCN(CC)CCCNc1nc(C)cc(COC)c1C#N	14.7	1.0	-6.0	-23.4	5.0	75.0	104.0	-3.4	3.7
O=C(Cc1ccc(Cl)cc1)Nc1cccc(-c2nnc(-c3ccco3)o2)c1	0.9	1.0	-14.5	8.7	5.0	104.0	104.0	3.5	3.9
O=C(NCCCO)c1cc([N+](=O)[O-])cc2c1C=Cc1ccccc1O2	-7.9	3.0	-3.6	-7.6	5.0	100.0	103.0	0.8	3.4
O=C(O)c1ccc(CSc2nnc(-c3ccccc3Br)o2)cc1	-7.3	8.0	-2.4	5.0	6.7	110.0	111.0	3.7	1.9
COc1ccccc1-c1nc2cc(Cl)ccc2c(=O)n1O	-10.0	3.0	-0.8	-7.8	-0.1	102.0	103.0	4.7	24.7
CSC1=N/C(=C\c2ccc(C)o2)C(=O)S1	-24.1	11.0	3.4	24.2	3.6	114.0	107.0	3.0	21.3
NC1=NS(=O)(=O)NC1c1ccc(F)cc1 (stereo unspecified)	-5.6	-13.0	-10.2	0.8	2.8	56.0	61.0	3.3	14.1
COc1ccc(Cl)cc1NC(=O)CSc1nc2ccsc2c(=O)n1CC1CCC(C(=O)O)CC1 (stereo unspecified)	-14.6	-1.0	-3.5	24.8	6.2	101.0	98.0	-4.2	2.4
COc1ccc(CCNC(=O)Nc2cccc([N+](=O)[O-])c2)cc1	-4.6	1.0	-3.4	-17.4	0.9	98.0	97.0	0.1	10.1
Cc1cc(C(=O)OCC(=O)NCc2ccccc2)c(C)o1	-2.5	3.0	-1.9	-27.6	2.4	103.0	105.0	2.7	4.6
CCOC(=O)C1=C(CSc2nncn2C)NC(=O)NC1c1cc(OCC)ccc1OCC (stereo unspecified)	-6.6	-2.0	-7.6	16.6	-1.8	101.0	102.0	-4.5	1.6
CCC(=O)Nc1cccc(-c2cn3cccc(C)c3n2)c1	3.0	-4.0	-4.2	18.9	·	87.0	85.0	1.6	28.3
CCOC(=O)c1cc(-c2ccc(C)cc2)n(CCC(=O)N2CCN(c3ccccn3)CC2)c1C	6.7	-2.0	3.4	24.8	-8.0	97.0	95.0	3.5	-19.1
CCOC(=O)c1c(N)nn(C(C)=O)c1-c1ccccc1	0.2	10.0	-1.3	4.2	2.3	105.0	106.0	6.0	2.1
O=C(O)c1ccccc1-n1cccc1C(=O)O	-1.8	-13.0	6.3	-3.5	·	95.0	95.0	3.3	10.7
CCn1cc(SCC(=O)NC2CCCC2)c2ccccc21	-8.7	-1.0	12.6	-2.6	-2.8	102.0	102.0	6.4	-13.1
COc1ccc(OC)c(-c2nc3c(C)n[nH]c(=O)c3[nH]2)c1	-5.8	2.0	3.2	-5.6	1.5	102.0	104.0	1.1	2.4
COC(=O)c1cc(C(=O)Nc2cccc(C)n2)cc([N+](=O)[O-])c1	-21.1	11.0	3.5	26.1	0.7	98.0	105.0	-6.9	-2.7
Clc1ccc(-c2nnc3n2CCCC3)cc1Cl	2.8	1.0	-2.2	-11.3	-0.1	101.0	96.0	1.8	-1.4
Cc1cc(-c2ccccc2)c2c(=O)n(-c3ccccc3)[nH]c2n1	3.3	4.0	-1.8	16.6	2.2	103.0	103.0	3.4	-19.1
Cc1cccc(NC(=O)CCN2CCN(C/C=C/c3ccccc3)CC2)c1	1.3	11.0	-13.8	5.7	2.2	102.0	107.0	-1.6	7.4
COC(=O)CSc1nc(C)cc(N2CCOCC2)n1	2.5	12.0	0.4	2.1	-1.9	104.0	103.0	2.1	-1.2
CCC/C=C(\CCC)C(NC(=O)c1ccc(C(F)(F)F)cc1)c1ccccc1 (stereo unspecified)	·	1.0	·	·	·	109.0	102.0	0.3	·
CCOc1ccc(-c2cc(CCCC(=O)NCCCOC)no2)cc1	-17.4	1.0	-7.0	24.1	0.9	101.0	99.0	4.8	27.5
CCCC1=C(C(=O)OCC)C(c2ccc(NC(C)=O)cc2)NC(=O)N1 (stereo unspecified)	-0.4	4.0	4.7	12.0	4.8	112.0	108.0	-0.2	11.7
O=C(O)C1CC=CCC1C(=O)Nc1ccc2c(c1)OCCO2 (stereo unspecified)	-2.0	-3.0	6.0	-1.3	4.9	90.0	100.0	-3.7	22.6
C=CCNC(=O)c1onc(CSc2ccccn2)c1C(=O)NCC=C	-3.9	5.0	·	-0.2	-1.4	94.0	93.0	3.5	6.9
OCC1CCCN(Cc2cn(Cc3ccccc3)nc2-c2cc3ccccc3o2)C1 (stereo unspecified)	3.5	-13.0	-2.2	-9.6	4.0	69.0	72.0	7.0	13.8
COC1(OC)C(=N/O)/C(=N\O)CCC1O (stereo unspecified)	-14.4	-14.0	2.6	-0.1	5.5	77.0	83.0	3.4	14.0
Cc1nnc(SCc2ccccc2)n1CC1CCCO1 (stereo unspecified)	-3.1	-6.0	1.8	7.5	0.6	93.0	92.0	-1.1	24.8
Cc1ccc(OCCN2CCOCC2)cc1C	-2.7	4.0	-2.2	9.2	2.8	103.0	106.0	-1.2	0.6
Cc1cccc(C(=O)NNC(=O)CCn2nnc3ccccc32)c1	2.7	-2.0	-16.3	34.9	-7.5	98.0	92.0	-1.1	-3.6
NS(=O)(=O)c1ccc(NC(=O)CN2CCc3ccccc3C2)cc1	-15.4	0.0	6.3	1.1	-5.5	102.0	103.0	-0.6	11.6

Laid out differently: results already given
The line under a structure holds: pCIP destab | MEKK2 mut-MEK5 | M18AAP inhibitor | NALP1 inh | IDE act | MEKK3 PB1 HTS | MEKK2 WT-MEK5 | IDE cell inh | UBC9 SUMO inh
Clc1ccc(-c2nnc3n2CCCC3)cc1Cl
→ 2.8 | 1.0 | -2.2 | -11.3 | -0.1 | 101.0 | 96.0 | 1.8 | -1.4
Cc1cc(-c2ccccc2)c2c(=O)n(-c3ccccc3)[nH]c2n1
→ 3.3 | 4.0 | -1.8 | 16.6 | 2.2 | 103.0 | 103.0 | 3.4 | -19.1
Cc1cccc(NC(=O)CCN2CCN(C/C=C/c3ccccc3)CC2)c1
→ 1.3 | 11.0 | -13.8 | 5.7 | 2.2 | 102.0 | 107.0 | -1.6 | 7.4
COC(=O)CSc1nc(C)cc(N2CCOCC2)n1
→ 2.5 | 12.0 | 0.4 | 2.1 | -1.9 | 104.0 | 103.0 | 2.1 | -1.2
CCC/C=C(\CCC)C(NC(=O)c1ccc(C(F)(F)F)cc1)c1ccccc1 (stereo unspecified)
→ · | 1.0 | · | · | · | 109.0 | 102.0 | 0.3 | ·
CCOc1ccc(-c2cc(CCCC(=O)NCCCOC)no2)cc1
→ -17.4 | 1.0 | -7.0 | 24.1 | 0.9 | 101.0 | 99.0 | 4.8 | 27.5
CCCC1=C(C(=O)OCC)C(c2ccc(NC(C)=O)cc2)NC(=O)N1 (stereo unspecified)
→ -0.4 | 4.0 | 4.7 | 12.0 | 4.8 | 112.0 | 108.0 | -0.2 | 11.7
O=C(O)C1CC=CCC1C(=O)Nc1ccc2c(c1)OCCO2 (stereo unspecified)
→ -2.0 | -3.0 | 6.0 | -1.3 | 4.9 | 90.0 | 100.0 | -3.7 | 22.6
C=CCNC(=O)c1onc(CSc2ccccn2)c1C(=O)NCC=C
→ -3.9 | 5.0 | · | -0.2 | -1.4 | 94.0 | 93.0 | 3.5 | 6.9
OCC1CCCN(Cc2cn(Cc3ccccc3)nc2-c2cc3ccccc3o2)C1 (stereo unspecified)
→ 3.5 | -13.0 | -2.2 | -9.6 | 4.0 | 69.0 | 72.0 | 7.0 | 13.8
COC1(OC)C(=N/O)/C(=N\O)CCC1O (stereo unspecified)
→ -14.4 | -14.0 | 2.6 | -0.1 | 5.5 | 77.0 | 83.0 | 3.4 | 14.0
Cc1nnc(SCc2ccccc2)n1CC1CCCO1 (stereo unspecified)
→ -3.1 | -6.0 | 1.8 | 7.5 | 0.6 | 93.0 | 92.0 | -1.1 | 24.8
Cc1ccc(OCCN2CCOCC2)cc1C
→ -2.7 | 4.0 | -2.2 | 9.2 | 2.8 | 103.0 | 106.0 | -1.2 | 0.6
Cc1cccc(C(=O)NNC(=O)CCn2nnc3ccccc32)c1
→ 2.7 | -2.0 | -16.3 | 34.9 | -7.5 | 98.0 | 92.0 | -1.1 | -3.6
NS(=O)(=O)c1ccc(NC(=O)CN2CCc3ccccc3C2)cc1
→ -15.4 | 0.0 | 6.3 | 1.1 | -5.5 | 102.0 | 103.0 | -0.6 | 11.6

(next part)
SMILES	pCIP destab	MEKK2 mut-MEK5	M18AAP inhibitor	NALP1 inh	IDE act	MEKK3 PB1 HTS	MEKK2 WT-MEK5	IDE cell inh	UBC9 SUMO inh
COc1ccc(/C=C(/NC(=O)c2ccccc2)C(=O)N2CCCC2)cc1	10.1	-1.0	-2.4	-7.0	-1.6	102.0	98.0	5.2	1.5
Cc1csc(NC(=O)CSc2ncc(-c3ccccc3)[nH]2)n1	11.1	15.0	3.2	6.5	-2.7	106.0	130.0	-3.3	-11.2
O=C(Cn1ccc2ccccc21)Nc1ccc2c(c1)OCO2	0.5	-1.0	6.9	8.6	3.7	90.0	93.0	1.9	-3.6
CC(C(=O)OCC(=O)c1c(N)n(C)c(=O)n(C)c1=O)N1C(=O)c2ccccc2C1=O (stereo unspecified)	3.8	3.0	3.3	14.7	4.5	97.0	102.0	-3.0	-7.6
O=C(O)C1=CCNCC1	·	5.0	·	·	3.9	114.0	113.0	0.6	·
CN(Cc1ccon1)C(=O)c1ccc2nc(Cc3cccc(Cl)c3)oc2c1	-6.3	4.0	-8.6	-12.4	1.6	101.0	101.0	10.6	-6.2
CCCCOc1ccc(C2=NNC(=O)CC2)cc1	-3.3	0.0	0.4	13.6	3.6	113.0	111.0	-0.6	8.1
Cc1cc(C)nc(NS(=O)(=O)c2ccc(N3C(=O)C4CCCCC4C3=O)cc2)n1 (stereo unspecified)	-6.5	-4.0	-7.5	8.5	5.5	101.0	100.0	-4.1	6.8
